# Screening data as filed in PubChem BioAssay.
# IEC-6 tox: IEC-6 cytotoxicity, counter-screen for KLF5 inhibitors | actives 0.78% (n = 290,000) | AID 1825 | inhibition, % at 5 µM | luminescence viability; in the data active = inhibition above about 22%;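 also: 0% = plate median of test compound wells and 100% = cytotoxic reference compound wells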
# SKKanGAS inh: inhibitors of SKKanGAS S. pyogenes growth in kanamycin (SK-promoter or general growth effect); BacTiter-Glo, 6 h; inhibition, % at 7.5 µM; actives 1.3% (n = 300,000); AID 1662;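 active = mean replicate score, as percent of positive control median, at least 50; inconclusive = mean below 50 but one replicate at or above 50; inactive = mean and every replicate below 50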;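 also: strain carries kanamycin resistance gene driven by streptokinase promoter and grows in 40 µg/ml kanamycin; loss of luminescence reflects streptokinase promoter inhibition or plain growth inhibition; 0% = median of DMSO wells and 100% = positive control at its reference dose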
# HSP90 refold inh: HSP90 refolding inhibition in rabbit reticulocyte lysate. inhibition, % at 5.6 µM. actives 0.91% (n = 290,000). luciferase refolding luminescence, 3 h;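 active = inhibition above the screen-wide mean plus 3 SD, computed separately per campaign, cut at about 16% in these data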;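 also: 0% = DMSO wells and 100% = 60 µM geldanamycin wells; inhibitors lower the luminescence because luciferase stays unfolded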
# HIF act: HIF pathway transcriptional activation; U2OS HRE-luciferase reporter, luminescence; normalized: DMSO 0%, desferrioxamine 100%; actives 0.32% (n = 300,000); activation, % at 7.5 µM (by protocol);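 active = mean activation of at least 10% of the iron chelator positive control signal, with at least half of replicates also reaching 10%; inconclusive = mean and replicate majority disagree about reaching 10%; inactive = mean and most replicates under 10%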
# AI-2 QS modul: Vibrio harveyi AI-2 quorum sensing modulation. activity change, % at 7.5 µM. Vibrio harveyi JMH597 AI-2 luminescence/OD600 ratio, 9 h; stronger effect = lower value; strain lacks LuxN and CqsS sensors; 0 = neutral-control median. actives 0.4% (n = 300,000); in the data active = activity change below about -75%, passing the limit was not always enough; inconclusive = no clear call, values can overlap the other calls;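 also: luminescence divided by OD600 gain over 9 h not by final OD600 alone; inactives centre near 13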
# HSF1 activator: increases HSF-1 driven luciferase reporter signal; actives 1.7% (n = 300,000); NIH3T3-HGL HSF-1 luciferase reporter, MG132, 8 h; 100% = twice DMSO control signal; activation, % at 9 µM; AID 504408;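 active = mean replicate activation of at least 50% with a set share of replicates each reaching 50%; inconclusive = only one of those two conditions met; inactive = mean below 50% and too few replicates reaching it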;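 also: 0% = median of the neutral control wells and 100% = twice that signal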
# aSyn 5UTR inh: 5' untranslated region of α-synuclein, MLPCN primary screen; alpha-synuclein 5'UTR reporter, inhibitor activity; inhibition, % (tested at 7.5 µM); actives 0.82% (n = 300,000); AID 1813; in the data active = inhibition above about 60%; inconclusive = no clear call, values can overlap the other calls;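 also: H4 neuroglioblastoma cells stably carrying SNCA 5'UTR luciferase fusion; 0% = DMSO wells and 100% = positive control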
# KLF5 inh: suppresses KLF5 promoter-driven expression; DLD-1 KLF5 promoter-luciferase reporter, luminescence; inhibition, % at 5 µM; actives 0.23% (n = 290,000);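 active = inhibition above a per-plate limit of that plate's mean compound inhibition plus 3 SD, cut at about 60% in these data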;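 also: 0% = DMSO wells and 100% = LY294002 at 200 µM; higher means less KLF5 promoter-driven luciferase light; inactives centre near -14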
# HSF1 inh: HSF1 inhibition. NIH3T3-HGL HSE-luciferase, MG132-induced, luminescence 8 h; stronger effect = lower value. activity change, negative = inhibition, % at 7.5 µM (by protocol). actives 0.77% (n = 300,000);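 active = more than half of replicate wells show activity change below -50%, luminescence cut by over half; inconclusive = some wells, but at most half, below -50%; inactive = no replicate well below -50%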;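 also: luciferase reports HSF-1 transcriptional activity via heat shock element; 0% = median of DMSO wells and -100% = zero luminescence signal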
# Platelet DG rel: platelet dense granule release activity; human platelet-rich plasma, SFLLRN dense granule ATP release, luminescence; inhibition, %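 (compounds screened at 7.5 µM in platelet-rich plasma)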; actives 0.22% (n = 300,000); AID 1663;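 active = mean replicate score, as percent of positive control, at or above 50; inconclusive = mean below 50 but at least one replicate at or above 50; inactive = mean and every replicate below 50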
# Starred values were filed as active, the others as inactive; ? = inconclusive; . = no result given. Not a hit list; 6% or so of the library scored in one or more.
# Order of results: IEC-6 tox, SKKanGAS inh, HSP90 refold inh, HIF act, AI-2 QS modul, HSF1 activator, aSyn 5UTR inh, KLF5 inh, HSF1 inh, Platelet DG rel
Cc1cc(C)n(CC(O)Cn2c3ccccc3c3ccccc32)c(=O)n1 (stereo not given)
  -2.7, 7.9, 0.3, ., 14.8, -8.2, 6.7, -12.3, -4.6, -6.1
CN(C=[N+](C)C)c1cccc2c1C(=O)c1ccccc1C2=O
  -5.8, 0.0, -1.6, -0.3, 19.9, -10.0, -21.0, 10.2, 2.4, 5.3
O=C(NCCN1CCN(c2ccccc2)CC1)Nc1ccccc1Br
  -6.2, 1.4, 9.7, 2.7, -6.8, 0.1, 8.8, -3.8, -7.1, -6.0
Cc1nc(-c2cccs2)sc1C(=O)NN
  0.9, -3.6, 1.2, 1.8, 14.6, 18.8, -0.2, -28.0, 9.1, -3.1
C/C(=N\NC(=O)CSCc1cccc(Br)c1)c1ccc([N+](=O)[O-])cc1
  -6.2, -1.6, 2.4, 0.3, 12.0, 11.4, 8.8, -20.9, 14.9, -0.3
CC(C(=O)N=Nc1c(O)n(C)c2ccc(Br)cc12)n1cnc2ccccc2c1=O (stereo not given)
  6.9, 14.1, 1.2, 0.2, 16.9, -2.6, -20.9, -14.9, -7.1, 5.8
CCOC(=O)Cc1nnc(NC(=O)CCc2ccccc2)s1
  -9.7, 0.0, 3.4, -8.2, 16.7, 5.7, -10.9, -45.5, -0.7, 3.4
CCOC(=O)N1CCN(c2nc(-c3cccs3)nc3ccccc23)CC1
  -0.2, -4.4, 0.8, 0.3, 9.0, 7.9, 18.5, 6.0, 0.7, -7.4
COc1ccccc1NC(=O)CSc1nc(N)cc(N)n1
  -7.2, -2.4, 0.3, 3.0, 3.1, 27.5, 7.0, -8.9, 9.0, 4.1
Cc1ccc(S(=O)(=O)NNC(=O)c2cccc(O)c2)cc1
  0.1, 5.2, 5.2, -0.1, -1.3, 4.8, -33.1, -6.6, -4.3, 1.2
CCCCCCSc1ccc([C@H]2N[C@@](CC(C)C)(C(=O)OC)[C@H]3C(=O)N(C)C(=O)[C@@H]23)cc1
  ., 24.1, ., -0.2, 26.6, -10.0, -5.3, ., -5.0, 0.8
COC(=O)c1ccc(-n2nnnc2SCc2nn[nH]n2)cc1
  0.9, -6.6, -1.5, -0.1, 18.1, -5.4, -3.4, -31.8, -8.5, 0.7
CC1(C(=O)Nc2ccccc2)Cc2ccccc2C(=O)O1 (stereo not given)
  0.5, 0.1, 3.2, -0.4, 18.4, 16.9, 11.8, -3.4, -0.6, -1.2
Cc1ccc(C(=O)NC(C)C2CC3CCC2C3)cc1 (stereo not given)
  ., -5.8, ., 0.6, 20.0, 6.9, -25.6, ., 8.6, 10.4
CCN(CC)S(=O)(=O)c1cc(C(=O)NCCN2CCOCC2)ccc1Cl
  0.4, 3.3, 3.0, -0.6, 17.7, -14.8, -33.5, -24.2, -9.0, 7.5
Cc1cnc(C(=O)OCC(=O)c2c(N)n(CC(C)C)c(=O)n(C)c2=O)cn1
  ., 9.8, ., -0.1, 9.9, 5.0, 6.6, ., -5.9, -10.0
Cc1[nH][nH]c(=O)c1C(c1cc2c(cc1Br)OCO2)c1c(C)[nH][nH]c1=O
  -6.6, -3.6, 2.4, 0.2, 9.0, -3.9, -10.4, -30.0, -0.6, -2.1
Cc1ccc(S(=O)(=O)NC(C(=O)Oc2ccc3c(C)c(Cl)c(=O)oc3c2)c2ccccc2)cc1 (stereo not given)
  9.8, 6.2, -4.3, 0.0, 3.0, 22.8, 9.8, -3.6, 1.7, -3.8
O=C(NCc1ccco1)C1CC(c2ccc(Cl)c(Cl)c2)=NO1 (stereo not given)
  2.3, 6.9, -1.6, -0.5, 9.5, -49.6, 3.2, -13.0, -34.2, -2.7
CCc1ccc(NC(=O)COc2coc(CN3CCc4ccccc4C3)cc2=O)cc1
  ., 1.7, ., -0.3, 18.0, 13.1, 22.8, ., -5.4, 3.0
O=C(O)CNc1ccccc1C(=O)O
  -6.9, -9.5, -4.8, -0.2, 3.3, 28.3, -4.7, -10.7, -2.2, -3.0
O=C(CN(Cc1ccco1)C(=O)CNS(=O)(=O)c1ccccc1)NCc1ccccc1
  1.3, 0.7, 7.8, -0.3, 12.8, -1.2, 2.8, -4.8, -1.2, 2.6
CN(Cc1ccco1)S(=O)(=O)c1nnc(NC(=O)c2ccccc2)s1
  1.3, 19.5, -6.9, 3.6, 22.5, 33.1, -95.2, -46.5, 22.4, -3.2
CC(=O)NC(CC(=O)NCCN1C(=O)S/C(=C\c2ccccc2)C1=O)c1ccccc1 (stereo not given)
  -2.6, -7.5, 1.1, -0.1, 8.7, 14.3, 2.8, 9.9, 0.9, 0.2
Cc1cc(C)cc(N(C(=O)c2csnn2)C(C(=O)NC2CCCC2)c2ccccn2)c1 (stereo not given)
  -4.0, -18.9, 5.2, -13.4, -15.3, 8.7, 3.4, -7.8, 10.7, -14.4
Cc1ccc(CC(=O)Nc2nc3ccccc3s2)cc1
  -7.0, 4.6, -1.9, 4.5, -41.2, 16.8, -95.8, -29.9, 11.9, -1.0
O=C(CNC(=O)c1cccc(OC(F)F)c1)OCC(=O)c1ccccc1
  1.4, -6.8, -2.9, -0.4, 34.8, -1.9, 21.7, -21.9, -5.1, 1.3
CCOC(=O)c1c(C)c(C(=O)Nc2ccc3c(c2)OCCO3)c(C)n1C
  -2.8, 3.4, 1.3, 0.8, 42.6, 21.3, -30.5, -24.1, -7.7, 1.0
Cc1ccc(C2=NN(C(=O)CSc3nc(N)cc(N)n3)C(c3ccco3)C2)cc1 (stereo not given)
  -5.9, -10.5, -0.6, -0.2, 12.7, 22.7, -2.8, -13.7, 12.5, 2.4
N#Cc1c(NC(=O)CN2C(=O)c3ccccc3C2=O)oc(-c2ccccc2)c1-c1ccccc1
  -3.0, 2.8, 4.0, -0.3, 34.4, -8.4, 16.0, -21.6, -0.5, 4.2
CCc1ccc(CNC(=O)c2nn(C)c3c2CS(=O)(=O)c2ccccc2-3)cc1
  8.4, 0.2, -4.2, -0.2, 16.9, -0.5, 26.8, -23.1, -2.2, -2.0
CCOC(=O)Cn1cncc1-c1ccc([N+](=O)[O-])cc1
  3.3, 3.5, -1.4, 1.9, 9.6, 21.4, -118.7, -32.3, 20.3, -0.6
CCOc1cc(C(C(=O)NCC2CCCO2)N(C(=O)Cn2nnc3ccccc32)c2ccccc2C(C)=O)ccc1O (stereo not given)
  -4.5, 0.0, -2.8, 0.0, 3.0, 2.0, -12.8, -15.3, -5.2, 9.5
Cc1nn(C)cc1C(=O)NNC(=S)Nc1ccc(Cl)cc1
  -8.6, 4.7, -2.3, -1.9, 15.4, -1.5, -23.9, -27.0, -1.2, -0.5
O=C(N/N=C1\C(=O)c2cccc3cccc1c23)c1ccc(O)cc1
  0.3, -5.9, 1.1, 0.1, 1.4, 1.1, -136.6, -25.1, 0.8, 9.7
C/C(N)=C(/C#N)C(=O)COC(=O)c1ccc(C)c(S(=O)(=O)N2CCCCC2)c1
  3.8, 2.3, -6.6, -0.8, 34.5, -0.8, 22.3, -19.2, -4.8, -5.6
O=C(O)CSc1cc(NS(=O)(=O)c2cccc([N+](=O)[O-])c2)c2ccccc2c1O
  16.0, 11.3, 9.5, 2.6, 55.2, -25.6, -3.2, 17.3, -4.3, 5.4
Cc1ccc(NC(=O)C2CCN(S(=O)(=O)c3ccc4c(c3)NC(=O)C(C)S4)CC2)c(Cl)c1 (stereo not given)
  -3.4, 6.0, -1.7, 0.3, 17.6, 47.1, 15.6, -7.1, 20.4, -1.6
CSC(=O)NC(=O)NC(=O)c1ccc([N+](=O)[O-])cc1
  -6.4, -1.3, 2.0, -0.1, 38.1, 5.6, -17.1, -7.3, 3.9, -6.0
CCn1c(SCc2ccc(C)cc2)nnc1C1CCN(S(=O)(=O)c2ccc(OC)cc2)CC1
  1.6, -1.5, 2.6, 0.3, 32.6, 0.1, 34.8, -17.4, 2.0, 5.8
CCn1nnnc1NCc1ccc(N2CCCC2)cc1
  1.7, -14.7, 3.5, 0.0, 22.2, -5.7, -15.9, -5.8, -5.0, -24.9
O=C(Nc1cc(Cl)ccc1Cl)C1CC(=O)N(c2ccc(Br)cc2)C1 (stereo not given)
  4.6, 15.9, 3.4, -0.7, 2.1, -8.3, 14.3, -7.3, 4.7, -1.8
N#Cc1ccc(-c2csc(NC(=O)C3CC3)n2)cc1
  4.6, -4.7, 2.2, 1.7, 22.4, 20.0, -64.0, -35.1, 8.8, -9.0
COc1cccc(CNC(=O)C2CCCN(c3cnccn3)C2)c1 (stereo not given)
  -7.7, -5.6, -0.5, -0.7, 11.8, -21.4, -17.6, -3.9, 9.8, 3.7
O=C(NNc1ccccc1[N+](=O)[O-])Nc1ccc(F)cc1
  -1.0, 5.0, 0.2, -7.1, 32.6, -16.0, -12.2, -9.5, -3.7, -2.8
COc1ccc(CN(C)C(=O)C23CC4CC(CC(Cl)(C4)C2)C3)c(OC)c1OC
  2.2, -7.9, -2.7, -0.6, 9.8, 9.8, -5.7, -23.1, 2.2, 4.0
COCCNC(=O)c1cc2c(=O)n(C)c3ccccc3c2n1C
  -0.6, 4.2, -1.1, -0.3, 23.1, -13.7, -10.4, -16.6, -5.1, 5.5
C=CCNC(=O)CN(c1cccc(Br)c1)S(C)(=O)=O
  -3.5, -1.2, -4.5, 0.0, 22.4, -0.2, -9.6, -14.2, 6.7, -0.9
CC1(C)C(=O)NCCN1C(=O)c1ccc2nc(Cc3ccccc3F)oc2c1
  5.9, 0.1, 4.3, -0.1, 8.4, -6.8, -15.7, -18.3, -7.9, -8.0
COc1ccc(/C=N/NC(=O)c2ccccc2OCc2ccccc2)c(OC)c1
  -5.3, ., 1.2, 0.8, 26.1, 12.2, -17.2, -20.8, -1.8, 4.5
O=C(Nc1cccc(-c2ccc(N3CCCCC3)nn2)c1)C(F)(F)F
  10.7, -3.7, 7.0, -4.3, 34.8, -53.6, 96.2*, 75.6*, ?, -8.5
CC(C)OCCCNC(=O)c1ccc(NS(C)(=O)=O)cc1
  -1.1, -4.1, -2.3, -0.3, -3.5, -2.7, -1.5, -16.0, 0.2, -0.5
CCCNc1c(NC(C)=O)c(=O)oc2ccccc12
  -14.8, 3.1, -5.9, -0.2, 18.6, 2.3, -0.7, -0.7, 1.2, 4.8
COC(=O)c1ccc(C2Nc3ccccc3NC3=C2C(=O)CC(C)(C)C3)cc1 (stereo not given)
  -4.4, ., -5.8, 0.8, 17.8, 8.7, -0.8, -33.1, 11.9, 6.1
Brc1ccccc1OCCCn1cnc2ccccc21
  -1.9, 22.1, -1.2, 4.6, 7.4, 60.7*, -93.1, -191.9, 28.9, -0.7
Cc1ccccc1C(=O)Nc1c(-c2cccs2)c(=O)c2ccccc2n1C
  6.3, 2.8, -3.1, 0.0, 3.0, -5.5, -7.3, -38.2, -1.9, -9.0
COc1ccc(CN2C(=O)CSC2c2ccncc2)cc1 (stereo not given)
  -6.3, -8.9, -0.4, -0.4, 22.9, -8.3, -0.7, -12.6, -3.8, -13.3
